# NFkB transloc pot: enhances IL-1B driven NFkB nuclear translocation | 0.3% of 94,000 active | AID 819 | activation, % at 2 µM | HUVEC IL-1B NFkB p65 nuclear translocation imaging;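 active means activation above 40%, about the mean plus 3 SD, also judged a hit on visual image review; inconclusive means activation above 40% but not a hit on visual review; inactive means activation not above 40% and no visual hit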;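 further: percent activation is computed from the nuclear over cytoplasmic p65 intensity ratio; values of inactives mirror those of a sister screen read the other way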
# IL1B NFkB inh: blocks IL-1B driven NFkB nuclear translocation in HUVEC cells; HUVEC IL-1B NFkB p65 nuclear translocation imaging; 0.43% of 94,000 active; inhibition, % at 2 µM; AID 796;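 active means inhibition above about 30% together with a positive call from visual inspection of the well image, limit read from the data; inconclusive means inhibition above a set limit but visual check negative; inactive means inhibition not above a set limit, visual check negative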;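 further: nuclear over cytoplasmic p65 intensity ratio measured by imaging; 0% = IL-1B stimulated DMSO wells and 100% = unstimulated DMSO wells; values of inactives mirror those of a sister screen read the other way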
# MRP resist rev: reverses drug resistance mediated by MRP | H69AR cells + 2 uM doxorubicin, CellTiter-Glo, 72 h | differential viability (reversal), % at 10 µM | 0.04% of 85,000 active | AID 602;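 active means viability drop by adding the cancer drug above about 55%, with treated viability meeting a 40% cutoff, limit read from the data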;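 further: viability without doxorubicin minus viability with 2 µM doxorubicin for each compound; larger differential means the compound sensitizes cells more to doxorubicin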
# Bcl-B displacement: displacers of TR3 peptide from Bcl-B, primary screen, selectivity assay for Bfl-1 inhibitor project, biochemical, fluorescence polarization. FP displacement of FITC-TR3 peptide from Bcl-B; higher % means a stronger effect. one-dose displacement, % at 20 µM; IC50 in µM for titrated hits. 0.11% of 96,000 active;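 active means displacement above 50% at 20 µM plus a fluorescence interference ratio under 1.5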;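 further: plate controls were wells without compound for no effect and wells lacking Bcl-B protein for full effect; a part of the inactive calls stands beside numbers as strong as those of hits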
# PLAP inhibitors HTS: inhibition of human placental alkaline phosphatase – biochemical, luminescence, HTS (AID 690). inhibition, % at 20 µM; hits with a dose series show IC50 in µM. purified PLAP, luminescent substrate; higher % means a stronger effect. 0.08% of 96,000 active; in the data active means a potency from the dose series; inactive means the rest, 99 in 100 with inhibition below about 30%; further: strong numbers were not always called active
# MRP resist rev cytotoxicity: further read-out of MRP resist rev, marked with its call; viability, %; H69AR cells, CellTiter-Glo, 72 h; measured here: cytotoxicity without doxorubicin
# MRP resist rev with doxorubicin: second read-out of MRP resist rev, no call of its own (marks repeat the call); viability, %; measured here: viability with 2 uM doxorubicin; active compounds read low
# IL1B NFkB inh cell count 2 µM: second read-out of IL1B NFkB inh, no call of its own (marks repeat the call); cell count; measured here: cells passing quality filter;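 raw number of nuclei counted in each imaged well without normalization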
# NFkB transloc pot cell count 2 µM: also measured in NFkB transloc pot; calls as there; cell count; measured here: cells passing quality filter
# * = called active by the depositor; u = inconclusive; x = no result given. These rows are one share of the data; the hit share may differ from the screen's.
SMILES,NFkB transloc pot,NFkB transloc pot cell count 2 µM,IL1B NFkB inh,IL1B NFkB inh cell count 2 µM,MRP resist rev,MRP resist rev cytotoxicity,MRP resist rev with doxorubicin,Bcl-B displacement,PLAP inhibitors HTS
O=C(Nc1ccc(Cl)cc1C(=O)NCCN1CCOCC1)c1ccc(Cl)cc1Cl,-5,151,5,151,-16,38,54,7%,-21%
Cn1c(=O)c2[nH]c(-c3ccccc3O)nc2n(C)c1=O,22,107,-22,107,x,x,x,12%,3%
O=C1CCC(=O)N1OCCOc1ccc2c(c1)CCC2,10,149,-10,149,-12,90,102,-1%,-9%
COc1ccccc1Nc1nc(-c2sc(NC(=O)c3ccc([N+](=O)[O-])cc3)nc2C)cs1,7,156,-7,156,x,x,x,-6%,-11%
Cc1ccc(C(=O)CSc2nnnn2C(C)C)c(C)c1,3,147,-3,147,16,96,79,0%,-24%
O=C1CCCN1CN(C(=O)c1ccc2c(c1)OCO2)c1cccc(Cl)c1,-13,153,13,153,-4,92,97,-6%,-8%
O=[N+]([O-])c1cccc(CN(CCO)Cc2ccccc2)c1,14,110,-14,110,x,x,x,9%,-8%
CC1N(O)C(C)(C)C(c2ccccc2)=[N+]1[O-] (stereo not given),-3,156,3,156,16,116,99,x,x
Cc1c(C(=O)N2CCC(C(N)=O)CC2)sc(N)c1C#N,x,x,x,x,x,x,x,2%,-3%
C=CCSc1n[nH]c(-c2ccc(OC)cc2)n1,6,148,-6,148,2,92,90,-17%,9%
CCN(C(=O)COc1ccccc1)c1nnc(-c2cccnc2)s1,13,166,-13,166,-1,88,89,4%,-5%
COc1ccc(C2CC(=O)c3c(ccc4ccccc34)N2)cc1OC (stereo not given),11,141,-11,141,x,x,x,-6%,-40%
Cc1ccc(S(=O)(=O)N2CCN(C(=O)N(C)C)CC2)cc1C,4,126,-4,126,6,95,88,-15%,5%
O=C(COc1ccccc1Cl)N(Cc1ccco1)C1CCS(=O)(=O)C1 (stereo not given),x,x,x,x,6,98,92,-12%,15%
COc1ccc(OC)c(N/C=C2/CCCCC2=O)c1,11,160,-11,160,12,91,80,-10%,-27%

# Reprinted from the part before: 3 entries, then new ones.
SMILES,NFkB transloc pot,NFkB transloc pot cell count 2 µM,IL1B NFkB inh,IL1B NFkB inh cell count 2 µM,MRP resist rev,MRP resist rev cytotoxicity,MRP resist rev with doxorubicin,Bcl-B displacement,PLAP inhibitors HTS
Cc1ccc(S(=O)(=O)N2CCN(C(=O)N(C)C)CC2)cc1C,4,126,-4,126,6,95,88,-15%,5%
O=C(COc1ccccc1Cl)N(Cc1ccco1)C1CCS(=O)(=O)C1 (stereo not given),x,x,x,x,6,98,92,-12%,15%
COc1ccc(OC)c(N/C=C2/CCCCC2=O)c1,11,160,-11,160,12,91,80,-10%,-27%
Cc1nnc(SCCn2c(N(C)Cc3ccccc3)nc3c2c(=O)n(C)c(=O)n3C)s1,4,114,-4,114,4,64,61,x,x
Cc1ccc(-n2c(C)cc(C(=O)COC(=O)C3=NNC(=O)CC3)c2C)cc1,13,147,-13,147,x,x,x,-8%,2%
N#C/C(=C(/O)COC(=O)CCCNC(=O)c1ccc(Cl)cc1)c1nc2ccccc2[nH]1,27,206,-27,206,-7,72,79,-5%,-62%
Cc1ncc(CO)c2cc(C(N)=O)c(=Nc3ccccc3)oc12,5,91,-6,91,-11,63,74,-8%,6%
Cc1cc(C)cc(N2CC(C(=O)O)CC2=O)c1 (stereo not given),u,x,-55,132,7,95,88,-10%,2%
CSC1=C(C#N)C(c2ccccc2Cl)C(C(C)=O)=C(C)N1 (stereo not given),13,130,-13,130,8,90,82,x,x
CC(C)NC(=O)C1CCCN(S(=O)(=O)c2ccc(-n3cnnn3)cc2)C1 (stereo not given),-29,202,29,202,x,x,x,-3%,9%
CCCCSCCCNC(=O)CS(=O)Cc1nc(-c2cccc(C)c2)oc1C (stereo not given),20,147,-20,147,5,96,91,5%,-59%
CC(C)N(Cc1nc(-c2ccccc2)no1)C(=O)Cc1ccccc1,-1,173,1,173,10,96,85,-6%,-65%
Cc1ccccc1-n1c(Cn2c(=O)sc3ccccc32)nnc1SCC(=O)NCC1CCCO1 (stereo not given),2,194,-2,194,15,95,80,11%,-65%
COc1ccc(CNC(=O)CSc2nnc(Cn3nnc4ccccc43)n2C)cc1,30,90,-30,90,12,119,107,-5%,7%
CC(Oc1ccccc1)C(=O)Nc1cccc(F)c1 (stereo not given),-2,113,2,113,6,95,89,-9%,9%
O=C(CC1Oc2ccccc2NC1=O)NC1CC1 (stereo not given),-3,156,3,156,3,102,98,22%,2%
CC1(C)NC(C)(C)c2nonc2/C1=N\O,x,x,x,x,10,92,82,-2%,16%
CC1CCN(C(=O)C2CCN(S(=O)(=O)c3cnc[nH]3)CC2)CC1,21,111,-21,111,0,102,102,2%,10%
Cc1sc2nc(SCC(=O)NCCO)n(C)c(=O)c2c1C,1,33,-1,33,11,92,81,13%,9%
CC1CCCN(CCC(=O)Nc2ccc3c(c2)CCC3)C1 (stereo not given),-1,118,1,118,27,102,75,x,x
COC(=O)C(NC=O)C(O)(Cc1ccccc1)C(F)(F)F (stereo not given),-1,165,1,165,-15,71,86,-1%,6%
C=CCNC(=S)Nc1sc2c(c1C(=O)OCC)CCN(C(=O)OCC)C2,10,171,-10,171,x,x,x,-10%,-16%
O=C1CC(=O)C(n2cncn2)C(c2ccc(Cl)cc2Cl)C1 (stereo not given),x,x,x,x,x,x,x,3%,-64%
CCCC(C)C(=O)Nc1ccc(C(N)=O)cc1 (stereo not given),7,148,-7,148,-4,96,101,-1%,-13%
Cc1ccccc1SCC(=O)NC1CCOC1=O (stereo not given),20,180,-20,180,0,96,95,-8%,15%
Cc1cccc(-c2nc3c(c(SCC(=O)N4CCOCC4)n2)CCCC3)c1,17,123,-17,123,-4,70,75,x,x
CCC1CCc2c(sc(NC(=O)c3ccco3)c2C(N)=O)C1 (stereo not given),-4,164,4,164,-23,44,67,x,x
CCOC(=O)c1c(NC(=O)CSc2nc3c(c(=O)n(C)c(=O)n3C)n2C(C)C)sc(C)c1C,2,140,-2,140,-8,55,63,-4%,20%
O=C(CSc1nnc(NC(=O)C2CCC2)s1)Nc1ccc(N2CCOCC2)cc1,4,89,-4,89,-5,72,77,0%,-15%
Cc1ccc(C(=O)Nc2ncc3c(Cl)cccc3n2)cc1,0,111,0,111,x,x,x,-4%,21%
CC(NC(=O)c1ccc(NS(C)(=O)=O)cc1)c1ccccc1 (stereo not given),-3,98,3,98,6,94,88,-8%,26%
CON/C=C(\C=Nc1ccc(F)cc1)c1ncc(C(F)(F)F)cc1Cl,3,134,-3,134,x,x,x,0%,7%
COc1ccc(/C=N/NC(=O)C(=O)Nc2ccccn2)cc1OC,21,107,-20,107,x,x,x,-7%,-92%
c1cnn(-c2nc(N3CCOCC3)nc(N3CCOCC3)n2)c1,-3,159,3,159,11,77,66,2%,-12%
O=C(CNC(=O)C1CCCCC1)Nc1cc(Cl)cc(Cl)c1,9,118,-9,118,x,x,x,19%,-3%
Nc1nnc(SCc2cc3c(cc2Cl)OCO3)s1,5,154,-5,154,1,93,92,-6%,17%
Cc1ccc2[nH]c(=O)c(CN(CC3CCCO3)C(=O)c3ccco3)cc2c1 (stereo not given),x,x,x,x,0,87,87,8%,5%
O=C(CCSCCC(=O)NCc1ccco1)NCc1ccco1,x,x,x,x,4,88,84,37%,-32%
CC(=O)N/C(=C/c1ccccc1)C(=O)NCCO,11,137,-11,137,x,x,x,-19%,0%
O=C(NCCC1=CCCCC1)C1CCN(S(=O)(=O)c2cnc[nH]2)CC1,35,144,-35,144,2,102,100,-5%,-38%
COc1ccc(N2CC(O)=C(c3nc4ccccc4s3)C2=N)cc1,21,180,-21,180,23,97,74,-2%,-24%
C(=N\Nc1nc2ccccc2s1)/c1ccco1,x,x,x,x,x,x,x,-2%,-11%
CC(=O)c1cc(F)c(N2CCN(c3ccc([N+](=O)[O-])cc3F)CC2)cc1C,-4,128,4,128,x,x,x,-2%,-19%
COCCNC(=O)c1c(N)n(CCC2=CCCCC2)c2nc3ccccc3nc12,5,132,-5,132,x,x,x,1%,-95%
CC(=O)c1ccc(OCCCC(=O)N2CCN(S(=O)(=O)c3cccs3)CC2)cc1,-7,109,7,109,7,84,77,5%,-19%
O=C1c2ccccc2S(=O)(=O)N1Cc1nnc(-c2ccccc2Br)o1,1,138,-1,138,-2,91,92,x,x
CS(=O)(=O)N(CC(=O)N1CCOCC1)Cc1ccccc1,-3,161,3,161,-1,98,98,1%,-7%
Fc1ccc(CNC(=S)Nc2ccc(Cl)cc2)cc1,1,121,-1,121,x,x,x,-10%,23%
CCOc1ccc2[nH]c(=O)c(CN(CC3COCCO3)C(=O)c3ccco3)cc2c1 (stereo not given),x,x,x,x,17,88,71,-4%,-11%
O=C(Cc1c(O)c2ccccc2[nH]c1=O)N(Cc1ccccc1)Cc1ccccc1,10,189,-10,189,x,x,x,-6%,0%
COc1ccc(CCNC(=O)CSc2nnc(CNC(=O)c3ccccc3F)o2)cc1OC,-19,211,19,211,4,97,93,6%,4%
CCCCS(=O)(=O)NC1=NCN(CCOC(=O)c2ccccc2)CN1,16,139,-16,139,18,106,88,x,x
C=CCc1cccc2cc(C(=O)NC(C)(C)C)c(=O)oc12,26,135,-26,135,12,97,85,-9%,10%
CC(C)NC(=O)CSc1nc2ccccc2c(=O)n1CCCOC(C)C,20,135,-20,135,20,93,73,6%,-8%
COc1ccc(CCc2nc(-c3ccc(-n4cccc4)cc3)no2)cc1,-3,54,3,54,-10,62,72,-8%,16%
Cc1cccc(NC(c2ccc(O)cc2)c2ccc3ccc(C)nc3c2O)n1 (stereo not given),-13,115,13,115,8,67,59,-15%,-176%
O=C1CC(N2CCN(Cc3ccc4c(c3)OCO4)CC2)C(=O)N1c1ccccc1 (stereo not given),-9,123,9,123,-12,101,113,2%,-28%
Cc1csc(SCC(=O)Nc2nc3ccccc3s2)n1,35,147,-35,147,16,86,70,-10%,-2%
COc1ccc(NC(=O)CCNS(=O)(=O)c2ccc3c(c2)CCC(=O)N3)cc1,12,176,-12,176,x,x,x,-6%,17%
CC(=O)Nc1ccc(Nc2nc(C)nc3c2oc2ccccc23)cc1,-3,174,3,174,-14,73,87,-5%,16%
COc1ccc(OC)c(/C(O)=C/C(=O)C(=O)Nc2cc(C)cc(C)c2)c1,x,x,x,x,-24,17,41,-4%,-95%
COc1ccc2c(C)c(Cl)c(=O)oc2c1,17,180,-17,180,-10,74,84,-7%,-12%
Cc1cc(C)c2nc(SCCc3ccccc3)nc(C)c2c1,19,142,-19,142,19,101,82,-4%,-25%

# Going on with the list:
SMILES,NFkB transloc pot,NFkB transloc pot cell count 2 µM,IL1B NFkB inh,IL1B NFkB inh cell count 2 µM,MRP resist rev,MRP resist rev cytotoxicity,MRP resist rev with doxorubicin,Bcl-B displacement,PLAP inhibitors HTS
O=C(NCC1CCCO1)C1CCCN1C(=O)NC1CCCCC1 (stereo not given),-4,155,4,155,x,x,x,-6%,-3%
O=C(c1ccc(CS(=O)(=O)c2c(Cl)cccc2Cl)o1)N1CCN(c2ccccn2)CC1,-3,41,3,41,1,85,84,-1%,-50%
COc1ccc(Cl)cc1-c1nc(-c2ccc(NC(=O)c3ccncc3)cc2)no1,-2,157,2,157,x,x,x,x,x
CC(C)(C)NC(=O)C(c1ccncc1)N(C(=O)c1csnn1)c1ccccc1 (stereo not given),x,x,x,x,x,x,x,0%,5%
Cc1cc(=O)n(C)c(=O)n1CCCCCOc1cccc([N+](=O)[O-])c1,-3,80,3,80,x,x,x,-9%,-12%
Cc1ccc(/C=N/NC(=O)c2c[nH]c3ccccc23)o1,5,191,-5,191,6,98,93,4%,-351%
O=C1[C@@H]2[C@H](Cc3ccc(O)cc3)N[C@]3(C(=O)Nc4ccccc43)[C@@H]2C(=O)N1c1ccc(F)cc1,21,96,-21,96,11,112,101,1%,-14%

# Bioassay records deposited in PubChem by several laboratories.
